# From PubChem
# M1 PAM parental: M1 PAM counterscreen hit in parental CHO-K1 cells; ATP EC20, Fluo-8 calcium fluorescence; 0% at ATP EC20, 100% at ATP max; activation, % at 3 µM; 360,000 tested, 0.02% active;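 active = activation above the run cutoff, the mean activation of all test compounds plus 3 SD, cut at about 40% in these data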;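 note: peak over basal fluorescence ratio in a 140 s read after ATP addition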
# CHO parental Ca: counter-screen: ATP calcium response change in parental CHO cells; parental CHO-K1, ATP-induced calcium, Fluo-8 fluorescence; inhibition, % at 5.6 µM; 330,000 tested, 0.63% active;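 active = inhibition above that plate's mean sample inhibition plus 3 SD, cut at about 26% in these data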;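 note: 0% = ATP-challenged DMSO wells and 100% = DMSO wells without ATP; some compounds past the cut are filed as inactive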
#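 Assay system – parental CHO cells · Reagent – ATP stimulus · Detection – intracellular calcium via Fluo-8 no-wash fluorescent dye · Evaluation – percent inhibition of ATP-evoked calcium rise, normalized to controls · Controls – ATP wells versus no-ATP DMSO wells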
# CHRM1 agonist: activates human CHRM1 receptor | P11229 | CHO-K1 hM1, Fluo-8 calcium fluorescence, agonist mode; 0% DMSO, 100% acetylcholine EC100 | activation, % at 3 µM | 360,000 tested, 0.33% active | AID 588814;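 active = activation above the run's mean compound activation plus 3 SD, cut at about 16% in these data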;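 note: peak over basal fluorescence ratio within a 140 s kinetic read after compound addition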
# Target sequence (P11229 whole entry, looked up): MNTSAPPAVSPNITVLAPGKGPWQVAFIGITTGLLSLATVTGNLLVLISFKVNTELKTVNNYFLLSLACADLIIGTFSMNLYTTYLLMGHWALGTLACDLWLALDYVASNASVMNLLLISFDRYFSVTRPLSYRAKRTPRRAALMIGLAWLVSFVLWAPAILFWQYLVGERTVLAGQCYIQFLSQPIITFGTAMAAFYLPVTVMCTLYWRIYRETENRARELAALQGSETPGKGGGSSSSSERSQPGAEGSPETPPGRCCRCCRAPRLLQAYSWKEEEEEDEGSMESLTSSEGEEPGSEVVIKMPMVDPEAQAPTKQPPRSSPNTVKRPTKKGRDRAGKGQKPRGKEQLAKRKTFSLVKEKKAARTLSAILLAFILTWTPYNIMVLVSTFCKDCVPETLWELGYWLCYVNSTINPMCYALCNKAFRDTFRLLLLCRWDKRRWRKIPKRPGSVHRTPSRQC
# CHO-K1 Ca antag: M1 antagonist counterscreen hit in parental CHO-K1 cells | ATP-induced calcium, Fluo-8 fluorescence | inhibition, % at 3 µM | 360,000 tested, 0.6% active;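 active = inhibition above a per-plate cutoff, the plate's mean sample inhibition plus 3 SD, cut at about 24% in these data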;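 note: 0% = DMSO plus EC80 ATP and 100% = DMSO alone without ATP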
# TAAR1 ag: agonists of human TAAR1. Q96RJ0. 360,000 tested, 0.99% active. CHO RD-HGA16 TAAR1, Fluo-8 calcium fluorescence; vehicle wells 0%, saturating PEA agonist 100%. activation, % at 3 µM;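 active = activation above the mean activation of all test compounds in the run plus 3 SD, cut at about 38% in these data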
#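 System: CHO-derived RD-HGA16 cells with stable Gα16 and human TAAR1 / Times: 17-24 h plating, Fluo-8 75 min 37 °C, 30 min RT / Technique: calcium-sensitive Fluo-8 signal, excitation 470-495, emission 515-575 nm / Measure: % activation relative to PEA EC100 response / Benchmarks: DMSO and PEA EC100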
# V1aR counter: V1a receptor agonism, counter-screen for OXTR agonists | P37288 | CHO-V1R cells, Fluo-8 calcium fluorescence, agonist mode; 0% DMSO, 100% 3 nM vasopressin | activation, % at 3 µM | 320,000 tested, 0.25% active;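 active = activation above the mean activation of all tested compounds plus 3 SD, per screening run, cut at about 20% in these data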;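 note: signal is peak over basal fluorescence ratio across a 100 second FLIPR read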
# TAAR1 antagonist: human TAAR1 antagonism; Q96RJ0; CHO RD-HGA16 TAAR1, Fluo-8 calcium fluorescence, antagonist; inhibition, % at 3 µM; AID 624466; 360,000 tested, 1.5% active;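 active = inhibition above a per-plate cutoff, the mean inhibition of test compounds on that plate plus 3 SD, cut at about 49% in these data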;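 note: 0% = DMSO plus EC80 beta-PEA response and 100% = DMSO alone without agonist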
#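 Assay system: CHO-derived RD-HGA16 cells stably expressing human TAAR1 plus Gα16. Timing: 140 s kinetic read after compound, 140 s after agonist. Technique: kinetic Fluo-8 calcium fluorescence measurement. Measure: % inhibition of agonist calcium response.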
# CHO-K1 Ca ag: counter-screen for M1 agonists: effect in parental CHO-K1 cells | Fluo-8 calcium fluorescence; scaled to maximal ATP response, vehicle zero | 360,000 tested, 0.48% active | AID 602248 | activation, % at 3 µM; in the data active = activation above about 15%;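 note: untransfected CHO-K1 host cells lacking M1 receptor as counterscreen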
# OXTR potentiate: potentiators of human oxytocin receptor. P30559. CHO-OTR cells, Fluo-8 calcium fluorescence, potentiator mode; 0% = oxytocin EC15, 100% = EC100. activation, % at 3 µM. 320,000 tested, 0.061% active. AID 2445;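 active = activation above that plate's cutoff, the mean activation of tested compounds plus 3 SD, cut at about 6.6% in these data, passing the limit was not always enough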;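 note: 100% uses oxytocin at 75 nM as the full agonist control; some results filed as inactive read as strong as hits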
# Target sequence (P30559 whole entry, looked up): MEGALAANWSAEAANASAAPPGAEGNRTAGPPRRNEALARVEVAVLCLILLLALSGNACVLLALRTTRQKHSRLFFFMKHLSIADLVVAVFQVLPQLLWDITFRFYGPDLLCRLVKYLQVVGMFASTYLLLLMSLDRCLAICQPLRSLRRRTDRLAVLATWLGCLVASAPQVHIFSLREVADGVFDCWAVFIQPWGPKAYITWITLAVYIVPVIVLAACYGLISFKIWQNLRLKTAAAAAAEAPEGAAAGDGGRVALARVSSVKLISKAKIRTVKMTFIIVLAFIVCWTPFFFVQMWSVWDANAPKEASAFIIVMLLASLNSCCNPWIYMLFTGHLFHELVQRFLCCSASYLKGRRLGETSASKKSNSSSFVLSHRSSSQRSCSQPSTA
#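 Assay system: CHO cell line stably expressing human OTR. Reagent: EC15 oxytocin agonist. Dosing: single dose, 3.0 µM nominal final compound concentration. Timing: compound 6 min at room temperature before oxytocin, 100 s read. Signal: kinetic Fluo-8 calcium fluorescence. Controls: oxytocin EC15 low and EC100 high.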
# Starred values were filed as active, the others as inactive; . = no result given.
SMILES,M1 PAM parental,CHO parental Ca,CHRM1 agonist,CHO-K1 Ca antag,TAAR1 ag,V1aR counter,TAAR1 antagonist,CHO-K1 Ca ag,OXTR potentiate
Oc1c(N=Nc2ccccc2)sc2ccccc12,3,-5,0,7,1,2.9,-12,2.7,-4
Cc1cc(S(=O)(=O)NC(C)C)ccc1OCC(=O)NCc1ccccc1,-5,-20,-5,-1,10,2.1,-11,0.0,-4
C=CCn1c(SCC#N)nnc1-c1ccc2ncccc2c1,17,-5,-4,-10,4,0.6,-14,0.4,-8
O=C(NCC1CCCO1)C1CCN(S(=O)(=O)c2ccc(Br)cc2)CC1 (stereo unspecified),-1,2,-3,-2,-1,0.0,-2,1.3,-4
COc1ccc(OC)c(NC(=O)CSC2=NCCS2)c1,21,-29,-4,-8,1,-0.2,3,0.0,-6
COc1ccc(-c2csc(N3CCOCC3)n2)cc1OC,10,-20,-4,-10,3,0.7,8,0.8,3
CCOC(=O)c1ccccc1NC(=O)CSc1cccc[n+]1[O-],22,-21,-4,-7,12,0.5,2,0.4,1
CCCCC1CCCOC(C(=O)NCCNCCO)(C(F)(F)F)C1 (stereo unspecified),-4,1,-4,-5,19,1.5,-1,-0.3,2
CC(=O)N1CCN(C(=O)CN2C(=O)NC(C)(c3ccc4ccccc4c3)C2=O)CC1 (stereo unspecified),-7,-15,-4,-4,1,2.3,1,-0.1,-1
COc1ccc(C2=NN(C(=O)COC(=O)c3ccc(NC(=O)CC#N)cc3)C(c3ccco3)C2)cc1 (stereo unspecified),6,3,-3,-18,14,0.3,0,2.2,-9
Cc1nc(S(=O)(=O)c2ccc(Cl)cc2Cl)nc2c1CCC2,2,-3,-2,-2,6,0.0,-17,-0.2,-8
OCC1OC(n2cnc3c(NCCc4ccccc4)ncnc32)C(O)C1O (stereo unspecified),3,-8,-2,6,70*,0.7,38,0.1,0
CCCCn1c(N)c(N(CC(C)C)C(=O)C2=NN(c3cc(C)ccc3C)C(=O)CC2)c(=O)[nH]c1=O,-11,6,10,-8,0,-0.2,-27,-0.5,-6
CCc1ccccc1N1C(=O)CC(N2CCc3ccccc32)C1=O (stereo unspecified),16,-7,-6,0,1,-0.1,2,0.4,-7
CN(C1=C(NC(=O)c2ccccc2)C(=O)c2ccccc2C1=O)C1CCS(=O)(=O)C1 (stereo unspecified),2,-10,-5,1,9,-0.3,13,0.5,1
O=C(CSc1ncccn1)Nc1cccc(S(=O)(=O)N2CCOCC2)c1,11,-9,-3,-20,1,2.3,-20,0.5,-5
CC(Nc1ncnc2nc[nH]c12)c1ccccc1 (stereo unspecified),12,10,5,-1,3,4.9,0,2.2,1
O=S(=O)(Nc1ccc(S(=O)(=O)N2CCCCC2)cc1)c1cccs1,20,-6,-1,-15,3,-0.2,8,0.2,-6
CCCCCCOC1(c2ccccc2)OC(=O)c2ccccc21 (stereo unspecified),16,-17,-6,-3,.,0.4,.,-1.0,-5
O=C(CNCc1ccccc1)Nc1ccc(F)cc1,12,-11,-5,-21,3,-0.6,-23,2.0,-5
COc1cc(/C=N/Nc2ccc(F)cc2F)cc(OC)c1O,27,-13,-3,-5,1,0.5,-13,0.6,-2
O=C(Cn1cnc2c(nnn2-c2ccc(F)cc2)c1=O)N1CCCC1,17,-12,-4,-33,2,1.9,-14,0.7,-4
COc1ccccc1N1CCN(C(=O)c2ccc(Cn3c(=S)[nH]c4cc5c(cc4c3=O)OCO5)cc2)CC1,14,-1,-4,-13,9,0.9,-24,1.7,-9
O=c1c2ccc(Cl)cc2[nH]c(=S)n1CCCN1CCOCC1,14,-4,-7,-9,1,-0.5,-26,0.9,-2
O=C(C1CC1)N1CCC(C(O)(c2ccccc2)c2ccccc2)CC1,3,-4,-5,-3,5,-1.0,0,-0.1,-5

# Random excerpt: two records from the list
SMILES,M1 PAM parental,CHO parental Ca,CHRM1 agonist,CHO-K1 Ca antag,TAAR1 ag,V1aR counter,TAAR1 antagonist,CHO-K1 Ca ag,OXTR potentiate
O=S(=O)(Nc1ccc(S(=O)(=O)N2CCCCC2)cc1)c1cccs1,20,-6,-1,-15,3,-0.2,8,0.2,-6
OCC1OC(n2cnc3c(NCCc4ccccc4)ncnc32)C(O)C1O (stereo unspecified),3,-8,-2,6,70*,0.7,38,0.1,0

# (next part)
SMILES,M1 PAM parental,CHO parental Ca,CHRM1 agonist,CHO-K1 Ca antag,TAAR1 ag,V1aR counter,TAAR1 antagonist,CHO-K1 Ca ag,OXTR potentiate
O=C(COC(=O)/C=C/c1ccc([N+](=O)[O-])cc1)NCc1cccs1,-5,1,-1,-9,9,4.2,0,3.3,8
N#Cc1ncn(C2OC(CO)C(O)C2O)c1N (stereo unspecified),9,.,-1,5,1,.,-14,0.4,.
CC(C)C[C@H](NC(=O)CCCn1nnc2ccccc2c1=O)C(=O)O,12,-14,-4,-18,0,0.6,-17,1.1,-3
Nc1c(C(=O)N2CCOCC2)sc2nc3c(cc12)CCCC3,2,-12,-3,-11,-3,0.7,4,0.0,0
CCOc1ccc(/C=N/Nc2nc(C)cs2)c(O)c1,-15,.,-2,11,2,.,-22,0.1,.
O=C(/C=N/O)Nc1ccc(F)cc1,-3,5,-1,2,2,0.4,-19,1.5,-4
O=C(NCc1ccccc1)C1CCN(c2nc(-c3ccccc3)nc3c2CCC3)CC1,3,-25,2,-1,-2,1.1,-3,1.0,0
COc1ccc(/C=C/C(=O)NC(=S)Nc2ccc(S(=O)(=O)N=C(N)N)cc2)cc1OC,-4,6,-4,14,-2,0.8,4,-0.2,-4
CCOC(=O)N1CCC(Nc2c(N3CCN(c4cc(Cl)ccc4C)CC3)c(=O)c2=O)CC1,24,-12,-7,-1,0,3.5,16,3.2,-10
O=C(c1ccccc1F)N(Cc1cccs1)C1CCS(=O)(=O)C1 (stereo unspecified),0,-20,-2,-8,0,0.4,17,0.8,-5
O=[N+]([O-])c1ccc(Cl)c(/C=N/N2CCN(Cc3ccc(Cl)cc3)CC2)c1,17,-12,-4,-7,15,-0.4,6,0.4,1
CCN(CC)CCC#CC1(O)c2ccccc2-c2ccccc21,16,-10,-9,-13,1,0.2,-19,1.1,-15
O=c1[nH][nH]c(-c2ccccc2O)c1C(C[N+](=O)[O-])c1ccc(Cl)cc1Cl (stereo unspecified),20,-4,-5,-4,1,5.2,-1,0.3,-2
Cc1cc(O)c2c(c1)C(=O)[C@@]13Oc4c5c(c(O)c6c(O)cc(C)cc46)C(=O)C[C@H](O)[C@H]5[C@@H]1[C@@H](O)CC(=O)C3=C2O,2,.,-2,-2,.,.,.,0.4,.
Cc1nnsc1C(=O)NC1CCCc2c1cnn2-c1cc(F)cc(F)c1 (stereo unspecified),10,-6,-2,-6,0,7.4,-21,4.0,-5
COc1ccc(C(=O)N(c2ccccn2)C2CCCCC2)c(OC)c1,7,-3,-6,-5,5,-1.5,-34,0.7,-1
COc1cccc(/C=C/C(=O)Oc2ccc(C(=O)c3ccc(F)cc3)cc2)c1,10,0,-5,1,1,0.8,13,0.6,3
CCOc1ccccc1C(=O)NCC(=O)NNC(=O)c1csc(N2CCOCC2)n1,5,.,-3,-6,1,.,1,0.7,.
COc1ccc(C)cc1Nc1nc(C)nc2c1oc1ccccc12,1,-18,-6,-11,0,-0.5,-29,-1.0,1
COc1ccc(C(=O)OCCN2C(=O)c3ccccc3C2=O)cc1OC,18,.,0,-18,6,.,-15,0.8,.
CC(=O)Nc1ccc(S(=O)(=O)N2CCC(NC(=O)c3ccco3)CC2)cc1,11,-6,-3,-21,7,1.1,-8,0.0,-15
COc1ccccc1-c1oc2ccccc2c1C#CC1(O)CCCCC1,-2,-34,-6,-7,8,-1.0,13,-0.1,-8
Cc1ccc(-c2nc3c(=O)n(-c4ccccc4)c4c(c(=O)n(C)c(=O)n4C)c3o2)cc1,9,-30,-2,0,0,1.2,-29,0.6,7

# A few values from the results shown:
# CCOc1ccc(/C=N/Nc2nc(C)cs2)c(O)c1 – TAAR1 antagonist = -22
# COc1ccc(C(=O)OCCN2C(=O)c3ccccc3C2=O)cc1OC – CHRM1 agonist = 0
# Nc1c(C(=O)N2CCOCC2)sc2nc3c(cc12)CCCC3 – OXTR potentiate = 0

# Nothing new here: entries from further up.
SMILES,M1 PAM parental,CHO parental Ca,CHRM1 agonist,CHO-K1 Ca antag,TAAR1 ag,V1aR counter,TAAR1 antagonist,CHO-K1 Ca ag,OXTR potentiate
COc1ccc(C(=O)OCCN2C(=O)c3ccccc3C2=O)cc1OC,18,.,0,-18,6,.,-15,0.8,.
CC(=O)Nc1ccc(S(=O)(=O)N2CCC(NC(=O)c3ccco3)CC2)cc1,11,-6,-3,-21,7,1.1,-8,0.0,-15
COc1ccccc1-c1oc2ccccc2c1C#CC1(O)CCCCC1,-2,-34,-6,-7,8,-1.0,13,-0.1,-8
Cc1ccc(-c2nc3c(=O)n(-c4ccccc4)c4c(c(=O)n(C)c(=O)n4C)c3o2)cc1,9,-30,-2,0,0,1.2,-29,0.6,7
